# TDP1 cell noCPT = qHTS for Inhibitors of human tyrosyl-DNA phosphodiesterase 1 (TDP1): qHTS in cells in absence of CPT; DT40 Tdp1-/- hTDP1 cells, no CPT, ATP luminescence, 48 h; Potency, µM (series often up to 46.2 µM), without a hit: at the top dose activity change, negative = growth inhibition, most hits filed as inhibitors; 420,000 compounds, 15% hits; AID 686978, 2013; also: nearly all actives have a fitted effect of over 55% in size
#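 Luminescent ATP content (CellTiter-Glo) served as the growth readout. Knockout chicken DT40 cells expressing human TDP1 were exposed to compounds without camptothecin for a minimum 48 hr at 37 °C.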
# TDP1 inh = blocks human tyrosyl-DNA phosphodiesterase 1; recombinant TDP1, AlphaScreen DNA substrate cleavage; Potency, µM (series often up to 130 µM), without a hit: top-dose activity change, negative = inhibition, hits mostly inhibitors; 350,000 compounds, 0.28% hits; AID 485290; also: nearly all actives have a fitted effect of over 40% in size
# Target sequence (Q9NUW8 whole entry, looked up): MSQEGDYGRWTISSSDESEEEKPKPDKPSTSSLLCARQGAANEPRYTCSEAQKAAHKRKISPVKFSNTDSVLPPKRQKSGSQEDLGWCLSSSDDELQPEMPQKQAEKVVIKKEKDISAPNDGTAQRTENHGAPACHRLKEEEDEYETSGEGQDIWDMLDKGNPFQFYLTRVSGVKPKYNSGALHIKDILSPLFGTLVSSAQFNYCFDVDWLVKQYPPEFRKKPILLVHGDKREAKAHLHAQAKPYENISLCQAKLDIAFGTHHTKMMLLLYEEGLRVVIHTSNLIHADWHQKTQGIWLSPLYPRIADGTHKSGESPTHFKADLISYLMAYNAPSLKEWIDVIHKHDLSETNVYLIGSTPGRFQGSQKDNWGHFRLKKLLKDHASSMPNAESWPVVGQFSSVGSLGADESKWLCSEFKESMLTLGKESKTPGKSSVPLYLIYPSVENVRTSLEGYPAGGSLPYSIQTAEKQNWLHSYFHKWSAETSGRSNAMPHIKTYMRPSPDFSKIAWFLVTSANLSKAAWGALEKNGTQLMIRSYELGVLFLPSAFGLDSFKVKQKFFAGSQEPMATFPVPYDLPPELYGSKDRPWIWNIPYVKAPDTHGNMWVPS
#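 Tdp1 1 nM final; 15 min RT w/ cpd; substrate 15 nM, 5 min; beads 10 ug/ml, 10 min; AlphaScreen read. Neg ctrl: no enzyme.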
# DT40 TDP1 CPT = DT40-hTDP1 cell growth loss with CPT; Potency, µM (highest dose often 46.2 µM), inactives show at the top dose activity change, negative = growth inhibition, hits mostly inhibitors; chicken DT40 Tdp1-/-;hTDP1 cells + 20 nM CPT, ATP luminescence, 48 h; 420,000 compounds, 12% hits; also: nearly all actives have a fitted effect of over 55% in size
#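 Cell growth measured by CellTiter-Glo luminescence after a minimum 48 h, 37 C compound exposure with 20 nM CPT in Tdp1-knockout DT40 cells stably expressing hTDP1, seeded 400/well; qHTS titration format.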
# Numbers without * were called inactive; u = inconclusive; x = not tested or not shown; & = joins results of further samples; [ ] = dose if it differs, or a comment. Calls follow the shape of the dose curve; as a rule, active = well fitted curve in the direction sought with a large enough effect; inconclusive = small, poorly fitted or top-dose-only effect, or another doubt; inactive = no such curve, though single readings can be large; an effect the other way counts as inactive or inconclusive. % is scaled to controls: 0 for no effect and ±100 for the full control effect; potency is read from the fitted curve at half-maximal effect.
SMILES,TDP1 cell noCPT,TDP1 inh,DT40 TDP1 CPT
Cc1ccc(N=C(NO)c2cnccc2C(F)(F)F)c(C)c1,2.1%,x,-13.7%
O=C(CSc1nnc(-c2ccco2)o1)NCCc1ccccc1,6.0%,0.4%,28.6%
Cc1cccc(N2CCN(Cc3nnc(-c4ccc5c(c4)OCO5)o3)CC2)c1C,-3.4%,4.3%[12.3 µM],-4.0%
S=c1[nH]c2cc3ccccc3cc2[nH]1,2.3%,1.4%&0.6%,-19.4%
C/C(=N\NC(=O)C1CC1)c1ccc(Cl)c(Cl)c1,-4.5%,0.0%,-19.7%
Cc1ccc2[nH]c(=O)c(-c3nc4ccccn4c3NCc3ccco3)cc2c1,1.1%,4.7%,-6.2%
CCOc1ccccc1NC(=O)c1cc2c(=O)oc3ccccc3c2s1,-19.0%,4.2%,-7.9%
Nc1nc(SCC(=O)Nc2cc(S(=O)(=O)N3CCOCC3)ccc2Cl)n[nH]1,9.5%,2.7%,25.4%
O=c1[nH]c2ccccc2cc1-c1nnn(-c2ccccc2)n1,u,x,16.4µM*
Cc1cc(Nc2ccccc2C(=O)O)ccc1Cl,-23.7%,x,-9.0%
S=c1nc(SCc2ccccc2)[nH]c2ccccc12,u,3.7%,-14.7%
CCCCCC(=O)NC(=S)Nc1ccc(Br)cc1C,-16.5%,0.0%,0.4%
Cc1ccc(S(=O)(=O)NC(CC(=O)N2CCc3ccccc32)c2ccco2)cc1 (configuration not stated),u,5.7%,u
N#CCC(=N)N1CCN(c2ccccc2)CC1,-29.5%,2.8%,-15.7%
CC1=CC(=C(C#N)C#N)C=C(C)N1Cc1ccccc1,-16.8%,0.0%,24.4%
CC(=O)Nc1c(C)ccc(S(N)(=O)=O)c1C,12.3%,7.7%,-18.8%
Cc1ccc(S(=O)(=O)N2CCCCC2)cc1C(=O)NCc1ccc(S(N)(=O)=O)cc1,-3.1%,0.7%,-11.7%
COc1cc(OC)cc(-c2cc(N)n(S(=O)(=O)c3cccc4nsnc34)n2)c1,u,x,u
O=C(Nc1ccccc1Cl)N1CCN(c2ccc3nnc(-c4ccc(F)cc4)n3n2)CC1,16.4µM*,2.0%,18.4µM*
CC[C@H](C)C(=O)N[C@H]1CCCN1C(=O)/C=C/c1ccccc1,7.9%,0.2%,8.0%
CC(NC(=O)c1ccc(Cl)c(S(=O)(=O)NC2CC2)c1)c1ccco1 (configuration not stated),-19.9%,x,-0.1%
Cc1cccc(C)c1NC(=O)C(c1ccccc1)n1c(=O)c(-c2cc3ccccc3[nH]2)nc2ccccc21 (configuration not stated),14.6µM*,x,16.4µM*
CC(Oc1cc2oc(=O)c3c(c2cc1Cl)CCCC3)C(=O)NCc1ccncc1 (configuration not stated),u,3.3%,u
CCCN1Cc2cccc(C(=O)Nc3ccc(C)cc3)c2C1=O,-3.8%,6.6%,-13.3%
CN1CCN(/N=C/c2ccc(N(C)c3ccccc3)cc2)CC1,-11.8%,5.1%,0.0%
# The list goes on.
SMILES,TDP1 cell noCPT,TDP1 inh,DT40 TDP1 CPT
COc1ccc(O)c(-c2cc(-c3ccccc3[N+](=O)[O-])[nH]n2)c1,u,8.2%,10.3%
Cc1cc(C(O)c2ncc(-c3ccccc3F)[nH]2)ccc1F (configuration not stated),u,x,-29.6%
CCOc1ccc(CN(C)C(=O)CN2C(=O)NC(c3ccccc3)(c3ccccc3)C2=O)cc1,u,0.2%[56.1 µM],u
CN(c1ccc(OCC(=O)Nc2nc(-c3ccccc3)cs2)cc1)S(=O)(=O)c1ccc(F)cc1,20.6µM*,-3.5%,18.4µM*
O=C(CN(Cc1ccccc1)S(=O)(=O)c1ccc2c(c1)OCCO2)N/N=C/c1cccc(Br)c1,u,2.7%,u
CCCCOc1cccc(C(=O)NC(=S)Nc2cccnc2)c1,u,5.6%,-26.9%
CCN(C(=S)NCc1ccccc1)c1ccccc1,7.8%,1.3%,-14.2%
CC1=NNC(=O)C1Oc1ccccc1 (configuration not stated),0.4%,x,-4.5%
O=C(CN1CCCC1c1cccs1)Nc1cc(S(=O)(=O)N2CCCC2)ccc1Cl (configuration not stated),u,-1.0%,u
COC(=O)[C@H](CC(C)C)NC(=O)Nc1ccc(F)cc1,-4.7%,-2.4%,-2.3%
Cc1nonc1NC(=O)CSc1nnnn1-c1ccccc1,-10.3%,0.0%,9.2%
CN(C)c1ccc(P(=O)(OC2CCCCC2)C(O)c2cccnc2)cc1 (configuration not stated),-17.0%,0.0%,-4.6%
O=C(O)c1ccc(S(=O)(=O)N2CCCc3ccccc32)cc1,1.8%,x,-3.1%
CCOc1cc(-c2noc(-c3ccncc3)n2)cc(Br)c1OC,16.4µM*,7.0%,u
COc1ccc(Cl)cc1C(=O)NNC(=O)CNC(=O)c1ccco1,0.4%,0.4%,-9.8%
C=CCn1c(Cc2ccccc2)n[nH]c1=S,1.3%,2.6%,4.2%
COc1ccc(NC(=O)C2(S(=O)(=O)c3ccc(C)cc3)CC2)cc1OC,-26.7%,5.0%[0.0935 µM],-2.2%
Cc1ccc(S(=O)(=O)CC(=O)Nc2nc(C(C)(C)C)cs2)cc1,u,x,u
Cc1ccccc1-c1noc(-c2cccnc2N2CCN(c3ccccc3)CC2)n1,u,8.6%,-12.2%
CCOC(=O)C1CCCN(CC(=O)Nc2ccc(C(=O)Nc3ccccc3OC)cc2)C1 (configuration not stated),u,-5.5%,u
COc1ccc(/C=N/NC(=O)c2[nH]c(C)c(C(=O)N/N=C/c3ccc(OC)cc3)c2C)cc1,u,3.2%,u
Cc1ccc(CNc2ccc3cc(S(=O)(=O)N4CCCCC4)ccc3n2)cc1,10.3µM*,5.3%,10.3µM*
O=C(Cn1[nH]c(=O)c2ccccc2c1=O)Nc1cccc(-c2nnc3n2CCCCC3)c1,-11.3%,1.1%,0.9%
CNc1nc(Cl)c(SC)c(NC2CCCCC2)n1,-16.8%,1.2%,u
CCCC(=O)NCc1nc2ccccc2n1CC(=O)c1ccccc1,7.8%,x,-10.1%

# Entries of single compounds as entered above.
# Shown for `O=C(O)c1ccc(S(=O)(=O)N2CCCc3ccccc32)cc1` → TDP1 cell noCPT: 1.8%; TDP1 inh: x; DT40 TDP1 CPT: -3.1%
# Shown for `Cc1ccc(CNc2ccc3cc(S(=O)(=O)N4CCCCC4)ccc3n2)cc1` → TDP1 cell noCPT: 10.3µM*; TDP1 inh: 5.3%; DT40 TDP1 CPT: 10.3µM*

# Other results follow:
SMILES,TDP1 cell noCPT,TDP1 inh,DT40 TDP1 CPT
CCOC(=O)c1ccccc1NC(=O)CSc1nc(N)cc(N)n1,-13.5%,-9.1%[56.1 µM],-15.0%
COc1ccc(C(=O)CSc2nnc(CNc3ccc(F)cc3)o2)cc1,u,0.0%,-26.4%
Cc1ccc(-n2nc3c(c2NC(=O)c2ccc4c(c2)OCO4)CSC3)c(C)c1,-6.9%,0.0%,-1.8%
Cc1n[nH]c(C)c1S(=O)(=O)N1CCCC(C(=O)NCc2ccc(F)cc2)C1 (configuration not stated),0.8%,-2.3%,0.3%
Cc1ccc(-c2nnc3c4ccccc4c(C)nn23)cc1NC(=O)c1ccccc1Cl,-27.1%,3.2%,3.4%
CCOC(=O)c1csc(NC(=O)Nc2cccc(Cl)c2)n1,u,8.5%,u
O=C(Nc1ccc(F)cc1F)c1c(C(F)(F)F)ccnc1Oc1ccc(Cl)cc1,-15.6%,-7.1%,2.2%
CCC(Sc1nncn1C)C(=O)Nc1cc(C)on1 (configuration not stated),-8.1%,4.8%,30.8%[activator]
COc1ccc(-c2c3c(nc4sc(C(=O)Nc5ccc(Cl)cc5)c(N)c24)CC(C)(C)CC3=O)cc1,8.2µM*,x,16.4µM*
O=c1oc(-c2ccc(Br)cc2)nc2ccccc12,-5.7%,x,-3.2%
Cc1ccc(NC(=O)c2ccccc2OCC(=O)c2ccccc2)cc1,u,1.6%,u
Cn1c(COc2ccccc2)nnc1SCCSc1nnc(COc2ccccc2)n1C,u,0.0%,u
COc1ccccc1-c1cnc(C(O)c2c(C)cccc2C)[nH]1 (configuration not stated),-29.3%,x,u
COc1ccc(C(CC(=O)N2CCCCC2)c2c(OC)cc(OC)c3c(-c4ccccc4)cc(=O)oc23)cc1 (configuration not stated),u,x,u
O=C(Nc1ccc(NC(=O)C2CCCN2C(=O)OCc2ccccc2)cc1)c1ccco1 (configuration not stated),u,3.3%,-16.4%
Nc1ccc2ncccc2c1,-12.7%,0.0%,-16.9%
COc1ccc(CCNC(=O)c2ccc(Cl)cc2)cc1,-7.7%,1.9%,u
COC(=O)C1=NN(c2ccc(OC)cc2)C2C(=O)N(c3ccccc3OC)C(=O)C12 (configuration not stated),0.2%,-4.3%,12.0%
Cc1ccc(-c2nn3c(-c4ccccc4)nnc3c3ccccc23)cc1,-18.2%,0.0%,7.6%
CC(C)CN(C(=O)CN1CCOCC1)c1c(N)n(CC(C)C)c(=O)[nH]c1=O,-29.5%,0.0%,-28.3%
Cc1ccccc1-c1ccc(C(=O)NCc2ccccc2)o1,u,5.3%,-27.9%
COC(=O)c1ccc(NC(=O)c2cccc(C)c2)cc1,-15.8%,2.2%,-2.5%
O=C(O)c1c2c(nc3ccccc13)CCCC2,-1.2%,x,17.6%
CCCS(=O)(=O)c1nc(S(=O)(=O)c2ccc(C)cc2)c(N2CCc3ccccc3C2)s1,u,3.2%,u
CN(C)S(=O)(=O)c1cccc(NC(=O)c2cc(=O)[nH]c3ccccc23)c1,-27.3%,-2.7%,-7.3%
COCCNc1nc(-c2cc(C)c(C)cc2C)cs1,u,2.6%,u
CCOC(=O)c1ccc(-n2c(O)c(/C=N/NC(=O)C3COc4ccccc4O3)c3ccccc3c2=O)cc1 (configuration not stated),u,10.8%,u
COc1ccccc1Oc1c(C)oc2c(CN3CCOCC3)c(O)ccc2c1=O,-5.8%,x,0.9%
CCOC(=O)c1cc(C)n(CC2CCC(C(=O)Nc3ccc(C(C)=O)cc3)CC2)c1C (configuration not stated),10.3µM*,2.8%,11.6µM*
COc1cc(C(C[N+](=O)[O-])c2c(N)n(C)c(=O)n(C)c2=O)ccc1O (configuration not stated),6.51µM*,2.6%,6.51µM*

# Structural class, the entries above containing a Cl atom (14)
SMILES,TDP1 cell noCPT,TDP1 inh,DT40 TDP1 CPT
C/C(=N\NC(=O)C1CC1)c1ccc(Cl)c(Cl)c1,-4.5%,0.0%,-19.7%
Nc1nc(SCC(=O)Nc2cc(S(=O)(=O)N3CCOCC3)ccc2Cl)n[nH]1,9.5%,2.7%,25.4%
Cc1cc(Nc2ccccc2C(=O)O)ccc1Cl,-23.7%,x,-9.0%
O=C(Nc1ccccc1Cl)N1CCN(c2ccc3nnc(-c4ccc(F)cc4)n3n2)CC1,16.4µM*,2.0%,18.4µM*
CC(NC(=O)c1ccc(Cl)c(S(=O)(=O)NC2CC2)c1)c1ccco1 (configuration not stated),-19.9%,x,-0.1%
CC(Oc1cc2oc(=O)c3c(c2cc1Cl)CCCC3)C(=O)NCc1ccncc1 (configuration not stated),u,3.3%,u
O=C(CN1CCCC1c1cccs1)Nc1cc(S(=O)(=O)N2CCCC2)ccc1Cl (configuration not stated),u,-1.0%,u
COc1ccc(Cl)cc1C(=O)NNC(=O)CNC(=O)c1ccco1,0.4%,0.4%,-9.8%
CNc1nc(Cl)c(SC)c(NC2CCCCC2)n1,-16.8%,1.2%,u
Cc1ccc(-c2nnc3c4ccccc4c(C)nn23)cc1NC(=O)c1ccccc1Cl,-27.1%,3.2%,3.4%
CCOC(=O)c1csc(NC(=O)Nc2cccc(Cl)c2)n1,u,8.5%,u
O=C(Nc1ccc(F)cc1F)c1c(C(F)(F)F)ccnc1Oc1ccc(Cl)cc1,-15.6%,-7.1%,2.2%
COc1ccc(-c2c3c(nc4sc(C(=O)Nc5ccc(Cl)cc5)c(N)c24)CC(C)(C)CC3=O)cc1,8.2µM*,x,16.4µM*
COc1ccc(CCNC(=O)c2ccc(Cl)cc2)cc1,-7.7%,1.9%,u

# Screening results deposited in PubChem BioAssay by National Center for Advancing Translational Sciences (NCATS).
